ARFGAP1 inhibitor: inhibitors of rat ARFGAP1; Q62848; Arfgap1-stimulated ARF1 GTP hydrolysis, GDP FP detection; inhibition, % at 16.5 µM; actives 0.26% (n = 360,000); AID 651572;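 active means inhibition above a per-plate limit, mean inhibition of low control wells plus 3 SD, cut at about 25% in these data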;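 further: 0% = DMSO wells with enzyme and 100% = wells lacking Arfgap1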
Target sequence (Q62848 1-136 limits assumed): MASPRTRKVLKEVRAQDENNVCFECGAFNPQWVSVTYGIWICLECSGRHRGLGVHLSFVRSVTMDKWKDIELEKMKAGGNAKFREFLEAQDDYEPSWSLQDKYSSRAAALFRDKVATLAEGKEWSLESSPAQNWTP
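Repeats: one replicate per compound; assay system: rat Arfgap1 catalytic domain, aa 1-136; times: enzyme reaction 120 min at 25 °C after 20 min preincubation; detection: FP of antibody-bound GDP Alexa 633 tracer, ex 620/em 688 nm; benchmarks: high control wells lacking Arfgap1, low control full reaction with DMSO; reagent: human ARF1(Δ1-17)-GTP substrate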
GAA850 FXN act: increases GAA850 frataxin promoter reporter activity. actives 0.56% (n = 360,000). activation, % at 6 µM. HEK293 lucGAA850 FXN promoter luciferase reporter, 24 h; percent of 10 µM SAHA response. AID 540364;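 active means activation above the average of all compounds screened plus 3 SD, cutoff fixed separately per campaign, cut at about 7.5% in these data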;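 further: 0% = DMSO wells and 100% = 10 µM SAHA wells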
sPLA2-III inh: Inhibits HGIII-sPLA2 liposome hydrolysis, primary screen | Q9NZ20 | QFRET BODIPY PC-A2 liposome hydrolysis, fluorescence | inhibition, % at 12.2 µM | actives 0.56% (n = 370,000) | AID 743126;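 active means inhibition above mean plus 3 SD of compounds lying within the high and low control bounds, cut at about 19% in these data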;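 further: 0% = median of test compound wells and 100% = no enzyme DMSO wells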
NPR2 activator: GC-B (human) receptor activation; P20594; HEK293-GC-B cells, CNP EC30, cGMP TR-FRET; 0% at EC30 CNP, 100% saturating CNP; activation, % at 10 µM; actives 0.11% (n = 370,000);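 active means activation at 10 µM reaching about 35% in either raw or pattern-adjusted values, limit read from the data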
rCAG RNA binder: molecules binding r(CAG) RNA repeats | inhibition, % at 3 µM | actives 1.3% (n = 370,000) | r(CAG) RNA repeat, TO-PRO-1 dye displacement fluorescence;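 active means inhibition above the plate cutoff, the mean of all test compounds on that plate plus 3 SD, cut at about 35% in these data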;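 further: 0% = DMSO alone and 100% = 100 µM mitoxantrone as full dye displacement; higher means more dye released from RNA so lower well fluorescence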
ADAM10 inh: inhibitors of human ADAM10; actives 0.62% (n = 370,000); recombinant ADAM10, EDANS/DABCYL FRET peptide cleavage, 3 h; O14672; inhibition, % at 7 µM;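 active means inhibition above a per-campaign cutoff equal to the mean of compounds falling between control-based bounds plus 3 SD, cut at about 20% in these data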;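 further: 0% = DMSO wells while the 100% control is not disclosed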
GC-A act: GC-A (human) enzyme activation | P16066 | HEK293 GC-A cells, cGMP TR-FRET, EC30 ANP; 0% at EC30 ANP, 100% saturating ANP | activation, % at 10 µM | actives 0.14% (n = 370,000) | AID 1671463; in the data active means activation above about 40%
proKLK7 act: activators of human kallikrein-7 zymogen; P49862; activation, % at 7 µM; purified proKLK7, EDANS-DABCYL substrate fluorescence; 100% is mature enzyme control, 0% vehicle; actives 0.9% (n = 370,000);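 active means activation above the mean of all tested compounds plus 3 SD, computed per campaign excluding outliers beyond control limits, cut at about 13% in these data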
Target sequence (P49862 whole entry, looked up): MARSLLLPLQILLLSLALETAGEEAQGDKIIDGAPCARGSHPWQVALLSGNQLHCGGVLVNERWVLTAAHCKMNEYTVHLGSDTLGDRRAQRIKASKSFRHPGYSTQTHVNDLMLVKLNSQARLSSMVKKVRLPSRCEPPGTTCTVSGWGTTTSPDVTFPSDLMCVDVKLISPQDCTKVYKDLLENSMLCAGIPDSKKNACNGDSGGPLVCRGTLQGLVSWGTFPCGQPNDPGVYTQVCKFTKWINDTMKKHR
DDE Tn6 FP inh: inhibitors of Tn6 peptide binding to human fibrin DD(E). P02675. Fibrin DD(E) TRITC-Tn6 fluorescence polarization displacement. inhibition, % at 8.3 µM. actives 0.21% (n = 370,000);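 active means inhibition above a per-campaign cutoff: mean of compounds within control limits plus 3 SD, cut at about 15% in these data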;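 further: 0% = median of all compound wells on the plate and 100% = blocking peptide control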
Target sequence (P02675 whole entry, looked up): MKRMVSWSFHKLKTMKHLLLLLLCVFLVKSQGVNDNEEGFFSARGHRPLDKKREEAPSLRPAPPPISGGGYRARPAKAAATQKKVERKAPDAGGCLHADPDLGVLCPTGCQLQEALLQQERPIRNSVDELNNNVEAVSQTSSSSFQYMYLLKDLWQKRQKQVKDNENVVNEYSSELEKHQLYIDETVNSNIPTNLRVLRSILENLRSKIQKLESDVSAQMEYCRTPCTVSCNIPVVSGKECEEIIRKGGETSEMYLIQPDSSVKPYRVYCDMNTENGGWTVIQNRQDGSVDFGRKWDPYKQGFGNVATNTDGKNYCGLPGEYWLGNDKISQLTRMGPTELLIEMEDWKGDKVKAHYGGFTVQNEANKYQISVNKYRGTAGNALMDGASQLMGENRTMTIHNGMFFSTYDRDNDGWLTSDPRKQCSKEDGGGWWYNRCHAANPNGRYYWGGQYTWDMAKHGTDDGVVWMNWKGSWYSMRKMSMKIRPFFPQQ
ASAP1 GAP inh: ASAP1 ArfGAP inhibition; Q9ULH1; ASAP1-stimulated ARF1 GTP hydrolysis, GDP FP detection; inhibition, % at 16.5 µM; actives 0.19% (n = 360,000); AID 624377; in the data active means inhibition above about 25%;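 further: 0% = vehicle with enzyme and substrate and 100% = no enzyme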
The depositor's hits bear a star; i = inactive; . = not tested or not shown.

SMILES	ARFGAP1 inhibitor	GAA850 FXN act	sPLA2-III inh	NPR2 activator	rCAG RNA binder	ADAM10 inh	GC-A act	proKLK7 act	DDE Tn6 FP inh	ASAP1 GAP inh
Cc1ccc(NC(=O)C(C)N2C(=O)c3ccccc3C2=O)cc1S(=O)(=O)N1CCOCC1 (stereo not drawn)	1	-0.4	-2	3	0	-8	0	0.3	4	-12
COc1ccc(-c2nc3c4ccccc4ccn3c2Cc2ccccc2)cc1OC	1	.	-4	4	3	-86	5	-4.8	-2	14
Cc1cc(C)n(-c2ncc3c(n2)N(C)CCOC3=O)n1	7	1.1	3	-8	-3	-18	6	0.4	-2	-11
Clc1ccccc1N=C1NN=C(c2cccs2)CS1	6	5.6	4	2	5	-1	11	-0.1	2	-1
CCOC(=O)Cn1nc(C)c(NC(=O)COc2cccc(Cl)c2)c1C	6	-1.3	5	2	-3	16	6	0.2	-1	5
CC(C)(C)OC(=O)NCCCC[C@H](NC(=O)c1nc[nH]c1C(=O)NCc1ccccc1)C(=O)OC(C)(C)C	-2	-3.2	-13	8	1	17	-3	0.1	4	-17
Cc1cc(C)cc(OCC(=O)Nc2cc(NC(=O)COc3cc(C)cc(C)c3)cc(C(=O)O)c2)c1	0	-1.0	-58	1	62*	3	0	0.0	-2	2
O=C(NC1CCN(S(=O)(=O)c2ccccc2)CC1)c1ccccc1	-4	1.6	3	-1	-2	10	1	0.7	1	4
Cc1cc(C(=O)OCC(=O)NCc2ccccc2)c2ccccc2n1	-3	0.4	2	-2	4	-31	-2	-0.8	3	4
CC(=O)Nc1sc2c(c1C(c1ccccc1Cl)N1CCN(CCO)CC1)CCCC2 (stereo not drawn)	16	-5.0	1	-11	-3	-11	-30	0.7	8	-3
Cc1nc2cc(C(=O)N3CCN(C(=O)OCc4ccccc4)CC3)ccc2n1C1CCCC1	.	.	2	-8	0	8	-1	0.9	-4	.
CCC(C(=O)c1ccc2ncccc2c1)c1ccccc1 (stereo not drawn)	-12	0.4	-1	-6	3	9	-4	-0.4	-4	13
CN(CC(=O)Nc1ccccc1Cl)C(=O)c1cccc(S(=O)(=O)N2CCN(c3ccccc3)CC2)c1	8	-2.4	-13	0	2	9	-3	-0.1	-5	13
CN(C)c1ccc2c(O)cc(=O)n(C)c2c1	-1	-0.2	-6	2	1	-60	1	0.5	8	11
CCOc1ccc(N2C(=O)CSC2c2ccncc2)cc1 (stereo not drawn)	2	1.8	6	-2	3	-4	3	0.3	0	-8
CC(=O)OCC(=O)Nc1ccc(N=Nc2ccccc2)cc1	5	4.4	11	-1	1	11	17	-1.1	-2	1
Cc1ccc(OCC(=O)Nc2ccc(N3CCN(S(C)(=O)=O)CC3)cc2)c(C)c1	5	-0.5	1	4	0	0	5	-0.1	2	-1
Cc1ccc(C)c(SCC(=O)NC(=O)NC2CCCC2)c1	-2	-0.1	2	0	-2	1	1	-0.8	-5	-3
Cc1ccc(NC(=O)CNc2ccc(N3CCOCC3)cc2)cc1S(=O)(=O)N(C)C	0	-0.2	-7	.	-1	-4	.	0.4	4	-8
Cn1nnnc1Sc1ncnc2scc(-c3cccc4ccccc34)c12	6	-1.3	11	5	1	-11	-2	-0.8	-8	8
CC(=O)C(C)n1c(CN(C)Cc2ccccc2)nc2c1c(=O)n(C)c(=O)n2C (stereo not drawn)	-8	-0.7	4	-4	-8	-21	-5	0.5	-5	6
CCn1c(Cc2c(C)[nH]c3ccccc23)nnc1SCC(=O)NCc1ccco1	-6	-1.4	-4	3	-2	-11	0	1.8	2	-23
CCOC(=O)Cc1csc(NS(=O)(=O)c2ccc3c4c(cccc24)C(=O)N3CC)n1	2	-0.1	-31	-3	56*	-20	-1	2.7	1	13
CC1CCN(C(=S)Nc2ccc3nc4n(c(=O)c3c2)CCCCC4)CC1	-8	1.0	8	1	-1	-120	0	-0.4	2	12
CCCCn1c(Cc2ccccc2)nnc1SCC(=O)N1CCOCC1	-6	-0.3	-1	7	-3	1	4	-0.1	-1	-22
COc1cc(OC)cc(-c2c(C#Cc3ccsc3)c3cc(-c4ccccc4OC)ccc3n2C)c1	5	0.8	7	5	10	-73	1	-10	9	-2
O=[N+]([O-])c1cccc(C2=NCCS2)c1	1	2.5	12	-4	-1	6	-3	0.3	3	11
CC(C)=CCOc1c2ccoc2c(OCC=C(C)C)c2oc(=O)ccc12	11	0.1	-7	-7	2	-4	-1	0.2	-4	-11
CC12CC3(C)CC(C)(C1)CC(C(=O)NC1=NCCS1)(C2)C3	8	0.2	4	-2	-5	6	-4	-0.4	5	-4
COC(=O)c1c(NC(=O)CCl)sc(C(=O)N2CCOCC2)c1C	0	-0.9	8	3	2	-3	4	-0.1	3	5
COc1ccc(Cl)cc1NC(=O)/C=C/C(=O)O	8	2.3	9	1	-4	-12	2	-0.2	-2	3
O=c1[nH]c2cc3c(cc2cc1CN(CCO)S(=O)(=O)c1ccccc1Cl)OCCO3	8	1.1	-4	9	0	-348	-3	1.5	1	0
Cc1cc(NCCCOC(C)C)n2c(nc3ccccc32)c1C#N	3	-0.6	-1	3	0	-322	13	-4.2	1	5
CCN(C(=O)CN1C(=O)NC(c2ccccc2)(c2ccccc2)C1=O)c1ccccc1	-2	-2.4	-24	-5	-3	6	-9	0.6	4	6
Cc1ccc(Nc2c(O)nc[nH]c2=O)cc1	4	-0.5	-6	0	0	5	0	-0.1	0	0
Cc1cc(C)c2c(=O)[nH]c(SCC(=O)Nc3ccc(Br)cc3)nc2n1	9	1.8	10	-1	1	-1	-1	0.3	-2	3
Cc1ccsc1C(=O)NCC(=O)OCc1ccccc1	18	2.3	-3	0	-1	2	-1	0.0	11	3
CCOCCCNc1c(CC)c(C)c(C#N)c2nc3ccccc3n12	-2	-0.6	4	3	-4	-68	9	2.8	-9	-3
O=C(CC1C=Cc2ccccc2N1C(=O)c1ccccc1)c1ccccc1 (stereo not drawn)	1	-0.1	-6	1	-6	1	-9	0.0	-9	13
O=C(Nc1ccccc1N1CCOCC1)C1=NN(c2c(F)c(F)cc(F)c2F)C(=O)CC1	8	0.6	14	-3	3	-10	5	0.0	3	1
Cc1sc(NC(=O)c2cccs2)c(C(N)=O)c1C	9	-0.2	9	-5	2	2	4	0.5	-4	-10
O/N=C1/C2C3CC4C5C3C1C5C1(OCCO1)C42 (stereo not drawn)	-5	-1.8	5	0	2	11	4	0.1	3	11
O=C(/C=C/c1cn(-c2ccccc2)nc1-c1ccc2c(c1)OCCO2)NCCO	8	1.6	1	1	0	-6	-1	0.2	-7	9
Cc1cc(C)c(S(=O)(=O)NCC(=O)NCc2ccccn2)c(C)c1	1	0.4	1	2	-2	-3	-5	0.4	2	-13
CC(C)N(CCC(=O)c1ccc2ccccc2c1)Cc1ccccc1	11	-5.5	11	-4	1	-34	14	14*	-3	4
CC[C@]1(C(=O)OC)[C@H]2C(=O)N(C)C(=O)[C@H]2[C@H]2CN=C(SCC3CC3)N21	-5	0.0	3	1	0	-9	-1	0.1	1	-2
CCOC(=O)COn1c(=O)c[n+]([O-])c2ccccc21	-7	0.5	2	0	2	-13	2	2.5	-8	7
Cc1cc(C)cc(NC(=O)Nc2ccc3c(c2)CCC3)c1	17	3.0	4	5	1	-4	-2	0.5	-9	4
CC1Cc2nc(SCC(=O)Nc3ccc(F)cc3)n(C)c(=O)c2S1 (stereo not drawn)	-5	1.6	3	-11	-2	4	-2	0.2	0	16
CC(C)CN(C(=O)c1ccc(N2CCCC2=O)cc1)c1c(N)n(Cc2ccccc2)c(=O)[nH]c1=O	1	-0.2	15	-3	3	-43	7	-0.4	1	5
O=C(CSc1nc(=O)n2ccccc2n1)NC1CCCCC1	0	-1.7	9	1	-1	-15	-1	0.0	-11	11
CCOC(=O)C1CCCN(C(=O)c2ccc(C(F)(F)F)nc2C)CC1 (stereo not drawn)	2	-1.6	1	0	1	-6	1	0.1	4	3
CCOC(=O)C1=C(C)NC2=C(C(=O)CCC2)C1c1cccnc1 (stereo not drawn)	-11	-2.2	0	-1	-1	i	-1	11	15	-14
CCOC(=O)c1cc2c(ccn2C)n1CC(=O)Nc1ccc(F)cc1	9	1.3	-10	0	0	-18	-3	0.7	0	-3
CCOc1ccc(C(C)=O)cc1CSc1nc(C)cc(C)n1	2	4.8	-4	0	-5	8	1	0.5	-3	-8
OC[C@@H]1CN(Cc2ccccc2)C[C@H](n2cnc3c(N4CCCC4)ncnc32)O1	-1	2.7	11	-2	-2	-14	-3	-0.7	6	4
Cc1ccc(Cn2nnc3c(=O)n(CC(=O)NCc4ccccc4)cnc32)cc1	-1	-4.0	1	-1	0	-9	2	-0.2	0	-4
CCCOC(=O)CSC1=C(C#N)C(c2ccccc2Cl)CC(=O)N1 (stereo not drawn)	-2	2.6	-2	-6	-1	-9	3	0.6	0	-10
Oc1ccc(C2C(c3ccccc3)=NN=C(c3ccc(Cl)cc3)N2O)c(O)c1 (stereo not drawn)	10	-0.5	-28	-8	26	1	8	-0.9	-1	14
CC(=O)c1csc(COc2ccccc2)n1	8	1.7	-1	-2	-1	12	7	0.2	10	7
Next records follow:
SMILES	ARFGAP1 inhibitor	GAA850 FXN act	sPLA2-III inh	NPR2 activator	rCAG RNA binder	ADAM10 inh	GC-A act	proKLK7 act	DDE Tn6 FP inh	ASAP1 GAP inh
CCOC(=O)[C@@H]1[C@H]2COc3ccc(Br)cc3[C@@H]2N2C(=O)N(c3ccc(Br)cc3)C(=O)[C@]12C	4	-0.6	1	2	6	3	4	-0.4	3	-10
CCCC(=O)Nc1cc(S(=O)(=O)N2CCCCC2)ccc1N1CCOCC1	-4	-0.3	2	0	1	0	1	-0.5	1	-1
CC(C)Oc1ccc(CSC(=N)N)cc1	17	-2.4	29*	-4	3	-8	-4	0.6	-7	-4
CCOC(=O)C1CCN(C(=O)C(C)(C)NC(=O)Nc2ccc(Cl)cc2Cl)CC1	.	.	6	-3	.	4	-3	.	1	.
CCN1C(=O)CC(C(=O)NC)SC1=Nc1cc(Cl)c(O)c(Cl)c1 (stereo not drawn)	4	2.7	10	2	6	6	-1	-0.1	-1	-2
N#CCCS(=O)(=O)c1ccc(N)cc1	-10	2.8	-2	4	0	0	1	0.1	-1	-11
CC(C)(C)c1ccc(C(=O)Oc2ccccc2CCC(=O)O)cc1	2	-1.7	-10	4	18	2	-3	-0.1	-1	1
O=[N+]([O-])c1ccc(NN=Cc2cccc3ccccc23)cc1	4	-1.4	8	-3	6	-18	-4	-0.7	4	12

Ordered by formula weight (ascending): some entries from above
SMILES	ARFGAP1 inhibitor	GAA850 FXN act	sPLA2-III inh	NPR2 activator	rCAG RNA binder	ADAM10 inh	GC-A act	proKLK7 act	DDE Tn6 FP inh	ASAP1 GAP inh
N#CCCS(=O)(=O)c1ccc(N)cc1	-10	2.8	-2	4	0	0	1	0.1	-1	-11
CCN1C(=O)CC(C(=O)NC)SC1=Nc1cc(Cl)c(O)c(Cl)c1 (stereo not drawn)	4	2.7	10	2	6	6	-1	-0.1	-1	-2
CCOC(=O)C1CCN(C(=O)C(C)(C)NC(=O)Nc2ccc(Cl)cc2Cl)CC1	.	.	6	-3	.	4	-3	.	1	.
CCOC(=O)[C@@H]1[C@H]2COc3ccc(Br)cc3[C@@H]2N2C(=O)N(c3ccc(Br)cc3)C(=O)[C@]12C	4	-0.6	1	2	6	3	4	-0.4	3	-10

Screening results (PubChem BioAssay)
